From PubChem BioAssay
CHRM1 agonist: activates human CHRM1 receptor; CHO-K1 hM1, Fluo-8 calcium fluorescence, agonist mode; 0% DMSO, 100% acetylcholine EC100; actives 0.33% (n = 360,000); AID 588814; activation, % at 3 µM;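 active means activation above the run's mean compound activation plus 3 SD, cut at about 16% in these data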;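 further: peak over basal fluorescence ratio within a 140 s kinetic read after compound addition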
Target sequence (P11229 whole entry, looked up): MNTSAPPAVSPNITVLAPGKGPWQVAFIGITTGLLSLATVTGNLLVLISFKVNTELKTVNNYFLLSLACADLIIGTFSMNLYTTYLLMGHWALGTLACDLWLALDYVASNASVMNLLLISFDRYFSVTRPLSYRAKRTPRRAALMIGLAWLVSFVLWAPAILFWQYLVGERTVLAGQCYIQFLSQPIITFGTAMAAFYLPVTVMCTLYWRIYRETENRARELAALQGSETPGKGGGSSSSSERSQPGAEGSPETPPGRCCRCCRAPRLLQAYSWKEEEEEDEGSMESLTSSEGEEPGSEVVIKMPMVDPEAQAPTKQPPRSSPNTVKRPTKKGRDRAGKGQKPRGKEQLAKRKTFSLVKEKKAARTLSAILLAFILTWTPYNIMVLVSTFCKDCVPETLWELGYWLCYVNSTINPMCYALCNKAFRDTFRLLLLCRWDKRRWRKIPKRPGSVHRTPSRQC
TAAR1 antag: human TAAR1 antagonism; CHO RD-HGA16 TAAR1, Fluo-8 calcium fluorescence, antagonist; Q96RJ0; inhibition, % at 3 µM; actives 1.5% (n = 360,000);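 active means inhibition above a per-plate cutoff, the mean inhibition of test compounds on that plate plus 3 SD, cut at about 49% in these data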;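 further: 0% = DMSO plus EC80 beta-PEA response and 100% = DMSO alone without agonist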
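Test system – hTAAR1-expressing CHO RD-HGA16 cells, Gα16-coupled · Reagent – β-PEA at EC80 concentration, post-compound challenge · Compound dosing – 3 µM, single point · Timing – 140 s kinetic read after compound, 140 s after agonist · Detection – Fluo-8 intracellular calcium dye fluorescence, real-time kinetic reads · Control set – DMSO and EC80 PEA controls · Repeats – n of 1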
V1R ag counter: V1a receptor agonism, counter-screen for OXTR agonists. CHO-V1R cells, Fluo-8 calcium fluorescence, agonist mode; 0% DMSO, 100% 3 nM vasopressin. actives 0.25% (n = 320,000). activation, % at 3 µM. P37288;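 active means activation above the mean activation of all tested compounds plus 3 SD, per screening run, cut at about 20% in these data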;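 further: signal is peak over basal fluorescence ratio across a 100 second FLIPR read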
Target sequence (P37288 whole entry, looked up): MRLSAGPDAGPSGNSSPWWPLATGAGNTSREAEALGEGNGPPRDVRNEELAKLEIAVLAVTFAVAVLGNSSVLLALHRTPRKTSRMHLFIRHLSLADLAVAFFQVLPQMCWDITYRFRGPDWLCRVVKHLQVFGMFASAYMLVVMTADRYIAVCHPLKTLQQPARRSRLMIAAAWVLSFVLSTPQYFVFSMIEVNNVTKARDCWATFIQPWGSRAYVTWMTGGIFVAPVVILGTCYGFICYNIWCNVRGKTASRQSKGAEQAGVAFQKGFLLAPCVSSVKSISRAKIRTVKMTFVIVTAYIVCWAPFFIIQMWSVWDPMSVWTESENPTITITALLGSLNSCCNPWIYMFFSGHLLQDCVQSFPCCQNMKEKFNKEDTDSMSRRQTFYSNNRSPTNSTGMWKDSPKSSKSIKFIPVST
OXTR potentiate: potentiators of human oxytocin receptor. CHO-OTR cells, Fluo-8 calcium fluorescence, potentiator mode; 0% = oxytocin EC15, 100% = EC100. P30559. activation, % at 3 µM. actives 0.061% (n = 320,000);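 active means activation above that plate's cutoff, the mean activation of tested compounds plus 3 SD, cut at about 6.6% in these data, passing the limit was not always enough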;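 further: 100% uses oxytocin at 75 nM as the full agonist control; some results filed as inactive read as strong as hits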
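Replication – single well per compound, singlicate · Assay system – CHO cell line stably expressing human OTR · Timing – 6 min pre-incubation, 100 s read · Measure – normalized max/min fluorescence ratio, % activation · Doses – 3.0 µM, one dose · Detection – Fluo-8 calcium dye fluorescence · Probe or stimulus – oxytocin near EC15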
CHRM1 PAM: positive allosteric modulators of human M1 muscarinic receptor | CHO-K1 hM1, Fluo-8 calcium fluorescence, ACh EC20; 0% = ACh EC20, 100% = maximal ACh | AID 588819 | activation, % at 3 µM | actives 0.088% (n = 360,000) | P11229; in the data active means activation above about 19%, passing the limit was not always enough
TAAR1 agonist: agonists of human TAAR1. CHO RD-HGA16 TAAR1, Fluo-8 calcium fluorescence; vehicle wells 0%, saturating PEA agonist 100%. activation, % at 3 µM. actives 0.99% (n = 360,000). AID 624467;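 active means activation above the mean activation of all test compounds in the run plus 3 SD, cut at about 38% in these data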
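System: CHO RD-HGA16 cells carrying human TAAR1 plus Gα16; Incubation: 17-24 h seeding, 75 min 37 °C dye, 30 min RT; Measured by: Fluo-8 fluorescence, 5 s baseline then 140 s kinetic read; Control set: DMSO and PEA EC100; Replication: single well for each compound.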
CHRM1 antagonist: antagonists of human M1 muscarinic receptor; P11229; CHO-K1 hM1, Fluo-8 calcium fluorescence, ACh EC80 antagonist; inhibition, % at 3 µM; actives 1.3% (n = 360,000);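 active means percent inhibition above its own plate's cutoff, namely the mean of that plate's compound wells plus 3 SD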;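 further: peak over basal fluorescence ratio during 140 s after agonist addition; 0% = ACh EC80 plus DMSO and 100% = DMSO alone without agonist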
CHO parental Ca: counter-screen for OX1R antagonists: effect in parental CHO cells. parental CHO-K1, ATP-induced calcium, Fluo-8 fluorescence. inhibition, % at 5.6 µM. actives 0.63% (n = 330,000);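 active means inhibition above that plate's mean sample inhibition plus 3 SD, cut at about 26% in these data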;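 further: 0% = ATP-challenged DMSO wells and 100% = DMSO wells without ATP; some compounds past the cut are filed as inactive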
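Assay system: parental CHO cells; Read-out basis: percent inhibition of ATP-evoked calcium rise, normalized to controls; Benchmarks: ATP and no-ATP DMSO wells; Compound dosing: single nominal dose of 5.6 µM per compound; Signal: Fluo-8 calcium dye fluorescence; Also added: ATP as calcium-mobilizing challenge; Repeats: singlicate.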
OXTR ag: human OXTR agonism. CHO-OTR cells, Fluo-8 calcium fluorescence; normalized: DMSO 0%, oxytocin 100%. AID 2435. P30559. activation, % at 3 µM. actives 0.32% (n = 320,000);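 active means activation above the mean of all tested compounds plus 3 SD, cutoff set per screening run, cut at about 20% in these data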;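 further: peak over basal fluorescence ratio from a 100 s FLIPR kinetic read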
Starred values were filed as active, the others as inactive. These rows are one share of the data; the hit share may differ from the screen's.

`CCCCOc1ccc(CCN)cc1Cl` gave CHRM1 agonist 4, TAAR1 antag 67*, V1R ag counter 7.0, OXTR potentiate -6, CHRM1 PAM 3, TAAR1 agonist 87*, CHRM1 antagonist 1, CHO parental Ca -12 and OXTR ag 9.8.
Screening COC(=O)c1ccccc1N=Cc1c(O)[nH]c(=S)[nH]c1=O returned CHRM1 agonist -4, TAAR1 antag -3, V1R ag counter 0.4, OXTR potentiate 1, CHRM1 PAM 3, TAAR1 agonist 1, CHRM1 antagonist -3, CHO parental Ca -3 and OXTR ag 1.1.
Screening O=C(c1cccc(N2CCCC2=O)c1)N1CCC2(CC1)OCCO2 returned CHRM1 agonist -2, TAAR1 antag -11, V1R ag counter 0.4, OXTR potentiate -5, CHRM1 PAM 1, TAAR1 agonist 1, CHRM1 antagonist -10, CHO parental Ca 5 and OXTR ag 0.3.
Screening CCOP(=S)(OCC)SCC(=O)NC(C)(CC)C(=O)O (stereo not given) returned CHRM1 agonist -4, TAAR1 antag -14, V1R ag counter 0.1, OXTR potentiate -5, CHRM1 PAM 2, TAAR1 agonist 5, CHRM1 antagonist 2, CHO parental Ca -7 and OXTR ag 0.7.
For Oc1ccc(/C=N/NP(=S)(c2ccccc2)c2ccccc2)cc1 the results were CHRM1 agonist 0, TAAR1 antag 6, V1R ag counter 1.1, OXTR potentiate -5, CHRM1 PAM 0, TAAR1 agonist 11, CHRM1 antagonist 9, CHO parental Ca 5 and OXTR ag 1.1.
COc1ccccc1CCNC1C2CC3CC(C2)CC1C3 (stereo not given) was read as CHRM1 agonist -4, TAAR1 antag 3, V1R ag counter 0.9, OXTR potentiate -2, CHRM1 PAM -24, TAAR1 agonist 7, CHRM1 antagonist 22, CHO parental Ca -14 and OXTR ag 1.8.
O=C(C[n+]1ccn(CCCNP2(=O)C=C(c3ccccc3)OC(c3ccccc3)=C2)c1)c1ccccc1 was read as CHRM1 agonist -8, TAAR1 antag -14, V1R ag counter 1.2, OXTR potentiate -13, CHRM1 PAM 6, TAAR1 agonist 3, CHRM1 antagonist -1, CHO parental Ca -8 and OXTR ag -1.0.
For O=[N+]([O-])O[C@H]1CO[C@H]2[C@@H]1OC[C@H]2O[N+](=O)[O-] the results were CHRM1 agonist -3, TAAR1 antag -1, V1R ag counter 0.2, OXTR potentiate -1, CHRM1 PAM 8, TAAR1 agonist 1, CHRM1 antagonist -24, CHO parental Ca -6 and OXTR ag 0.2.
COC(=O)c1c(C)n(Cc2ccco2)c2ccc(O)cc12 was read as CHRM1 agonist -3, TAAR1 antag -18, V1R ag counter 0.6, OXTR potentiate -7, CHRM1 PAM 1, TAAR1 agonist 12, CHRM1 antagonist -4, CHO parental Ca -14 and OXTR ag 1.6.
For COc1ccc(-n2c(O)c(/C=C3\C=Nc4ccc(Br)cc43)c(=O)[nH]c2=O)cc1 the results were CHRM1 agonist -3, TAAR1 antag -11, V1R ag counter 5.4, OXTR potentiate -16, CHRM1 PAM 3, TAAR1 agonist 1, CHRM1 antagonist -6, CHO parental Ca 6 and OXTR ag 3.6.
Screening COC(=O)C1=C(c2cccc(OCc3ccccc3)c2)C[C@@H]2CC[C@H]1N2C(=O)NNCc1ccccc1 returned CHRM1 agonist -10, TAAR1 antag 5, V1R ag counter 1.2, OXTR potentiate -8, CHRM1 PAM -10, TAAR1 agonist 1, CHRM1 antagonist 19, CHO parental Ca -13 and OXTR ag 0.7.
`O=C(C[N+]12CCC(CC1)C(CO)C2)c1ccc(Br)cc1` (stereo not given) gave CHRM1 agonist -11, TAAR1 antag -8, V1R ag counter 1.3, OXTR potentiate -1, CHRM1 PAM 9, TAAR1 agonist 0, CHRM1 antagonist -12, CHO parental Ca -11 and OXTR ag -0.4.

Next section; the last 2 above are carried over.
Screening COC(=O)C1=C(c2cccc(OCc3ccccc3)c2)C[C@@H]2CC[C@H]1N2C(=O)NNCc1ccccc1 returned CHRM1 agonist -10, TAAR1 antag 5, V1R ag counter 1.2, OXTR potentiate -8, CHRM1 PAM -10, TAAR1 agonist 1, CHRM1 antagonist 19, CHO parental Ca -13 and OXTR ag 0.7.
`O=C(C[N+]12CCC(CC1)C(CO)C2)c1ccc(Br)cc1` (stereo not given) gave CHRM1 agonist -11, TAAR1 antag -8, V1R ag counter 1.3, OXTR potentiate -1, CHRM1 PAM 9, TAAR1 agonist 0, CHRM1 antagonist -12, CHO parental Ca -11 and OXTR ag -0.4.
Clc1ccccc1N1CCN(Cc2ccc3c(c2)OCO3)CC1 was read as CHRM1 agonist -10, TAAR1 antag 8, CHRM1 PAM -6, TAAR1 agonist 3 and CHRM1 antagonist -1.
`CC(=O)C1CCC2C3CC(O)C4CC(O)CCC4(C)C3CCC12C` (stereo not given) gave CHRM1 agonist 0, TAAR1 antag 8, CHRM1 PAM 8, TAAR1 agonist 0 and CHRM1 antagonist -11.
O=C(CCC(=O)N1C[C@H]2C[C@@H](C1)c1cccc(=O)n1C2)NCc1ccccc1 was read as CHRM1 agonist -4, TAAR1 antag -24, V1R ag counter 0.1, OXTR potentiate -2, CHRM1 PAM 0, TAAR1 agonist 2, CHRM1 antagonist -3, CHO parental Ca -11 and OXTR ag -0.3.
CCn1c(=O)n(CC(=O)N2CCC3(CC2)OCCO3)c(=O)c2ccccc21 was read as CHRM1 agonist -3, TAAR1 antag -5, V1R ag counter 1.9, OXTR potentiate -5, CHRM1 PAM 5, TAAR1 agonist 4, CHRM1 antagonist -5, CHO parental Ca 7 and OXTR ag 1.2.
Screening c1ccc2oc(-c3ccc4c(c3)CNCc3cnnn3-4)cc2c1 returned CHRM1 agonist 0, TAAR1 antag -4, CHRM1 PAM 6, TAAR1 agonist 7 and CHRM1 antagonist -3.
Screening CSc1ccc(C(=O)C2CCCN(C)C2)cc1 (stereo not given) returned CHRM1 agonist -6, TAAR1 antag -10, V1R ag counter 0.1, OXTR potentiate -7, CHRM1 PAM -2, TAAR1 agonist 6, CHRM1 antagonist -6, CHO parental Ca -5 and OXTR ag -0.3.
For O=C1OCCC1NC1=NCCC1 (stereo not given) the results were CHRM1 agonist -2, TAAR1 antag -6, V1R ag counter 0.8, OXTR potentiate -1, CHRM1 PAM 10, TAAR1 agonist 3, CHRM1 antagonist -16, CHO parental Ca 1 and OXTR ag 0.0.
For Cc1c(C(=O)N2CCC3(CC2)OCCO3)sc2ncnc(N3CCc4ccccc4C3)c12 the results were CHRM1 agonist -6, TAAR1 antag 11, V1R ag counter 2.2, OXTR potentiate -1, CHRM1 PAM 5, TAAR1 agonist 8, CHRM1 antagonist -6, CHO parental Ca -14 and OXTR ag -0.6.
Cc1ccc(Cn2ccccc2=N)cc1 was read as CHRM1 agonist -10, TAAR1 antag -15, CHRM1 PAM 7, TAAR1 agonist 1 and CHRM1 antagonist -10.
For C=CCN1C(=O)/C(=C\c2ccc(N3CCOCC3)o2)C(=O)NC1=S the results were CHRM1 agonist 0, TAAR1 antag -7, V1R ag counter 5.3, OXTR potentiate -8, CHRM1 PAM -8, TAAR1 agonist 12, CHRM1 antagonist 13, CHO parental Ca 0 and OXTR ag 3.7.
Screening Cc1ccc(-c2cc(C(F)F)n3ncc(C(=O)N4CCC5(CC4)OCCO5)c3n2)cc1 returned CHRM1 agonist -12, TAAR1 antag -25, V1R ag counter -1.8, OXTR potentiate -6, CHRM1 PAM 3, TAAR1 agonist 0, CHRM1 antagonist -4, CHO parental Ca -31 and OXTR ag -0.8.
For O=C1CC(=O)N(c2cccc(C(F)(F)F)c2)C(=O)N1 the results were CHRM1 agonist -2, TAAR1 antag -9, V1R ag counter 0.2, OXTR potentiate -7, CHRM1 PAM 9, TAAR1 agonist 8, CHRM1 antagonist -16, CHO parental Ca -6 and OXTR ag 1.1.
COC(=O)C1=C(c2ccc(F)cc2OCc2ccccc2)C[C@@H]2CC[C@H]1N2C(=O)NCc1ccccc1OC was read as CHRM1 agonist -8, TAAR1 antag -1, V1R ag counter 0.0, OXTR potentiate -9, CHRM1 PAM -25, TAAR1 agonist 7, CHRM1 antagonist 19, CHO parental Ca -36 and OXTR ag 0.9.
Screening Cc1cccc(NC(=O)N2C[C@H]3C[C@@H](C2)c2cccc(=O)n2C3)c1 returned CHRM1 agonist -1, TAAR1 antag -11, V1R ag counter 0.3, OXTR potentiate -1, CHRM1 PAM 10, TAAR1 agonist 4, CHRM1 antagonist -14, CHO parental Ca -6 and OXTR ag 0.6.
CCCCCC1(C(C)C)C(=O)NC(=S)NC1=O was read as CHRM1 agonist -8, TAAR1 antag -16, CHRM1 PAM 10, TAAR1 agonist 6 and CHRM1 antagonist -17.
`CC(C)CCC1(CN2CCCC2=O)C(=O)NC(=O)NC1=O` gave CHRM1 agonist -3, TAAR1 antag 2, V1R ag counter -0.5, OXTR potentiate -11, CHRM1 PAM 6, TAAR1 agonist -1, CHRM1 antagonist -3, CHO parental Ca -9 and OXTR ag 0.1.
Screening CCOC(=O)C1C(OC(=O)c2ccccc2)CC2CCC1N2C (stereo not given) returned CHRM1 agonist -2, TAAR1 antag -23, CHRM1 PAM 2, TAAR1 agonist 1 and CHRM1 antagonist 6.
`COc1ccc(/C=C/C2=CCN(C)CC2)cc1` gave CHRM1 agonist -5, TAAR1 antag 19, V1R ag counter 1.1, OXTR potentiate -6, CHRM1 PAM 10, TAAR1 agonist 9, CHRM1 antagonist -11, CHO parental Ca -9 and OXTR ag 1.0.
CCN1CCC(N(C)C2CCCCC2)CC1 was read as CHRM1 agonist -7, TAAR1 antag -11, V1R ag counter -1.1, OXTR potentiate -7, CHRM1 PAM 7, TAAR1 agonist 4, CHRM1 antagonist -11, CHO parental Ca -3 and OXTR ag -0.8.
COc1ccc(CNCCc2ccccc2F)c(OC)c1C was read as CHRM1 agonist -6, TAAR1 antag 73*, V1R ag counter 3.1, OXTR potentiate -9, CHRM1 PAM 6, TAAR1 agonist 84*, CHRM1 antagonist -16, CHO parental Ca -17 and OXTR ag 7.7.
CN(C)/C=C/C(=O)C(Cl)(Cl)Cl was read as CHRM1 agonist -3, TAAR1 antag 9, V1R ag counter -0.1, OXTR potentiate -4, CHRM1 PAM -8, TAAR1 agonist 8, CHRM1 antagonist 11, CHO parental Ca -4 and OXTR ag 0.8.
Cc1c(C)c2ccc(OCC(=O)N3C[C@H]4C[C@@H](C3)c3cccc(=O)n3C4)cc2oc1=O was read as CHRM1 agonist 1, TAAR1 antag 7, V1R ag counter 0.0, OXTR potentiate -6, CHRM1 PAM 10, TAAR1 agonist 0, CHRM1 antagonist -1, CHO parental Ca -2 and OXTR ag -0.3.
